# Compound activity as filed in PubChem BioAssay.
# Myeloid diff MLP = promotes myeloid progenitor differentiation | calls only at 10 µM | 1% of 360,000 active | ER-HoxA9 myeloid progenitors, lysozyme-GFP differentiation, flow cytometry;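 active = normalized GFP-positive differentiation at or above the plate's own cutoff, the solvent-only control mean plus 3 SD; inconclusive = no clear call, values can overlap the other calls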;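 note: cells exposed to compound for four days before flow analysis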
# MT stabilizer = stabilizes microtubules in HeLa cells; HeLa tubulin immunostaining HCS, 24 h; share of cells brighter than vehicle mean+2SD; % tubulin-high responders, % at 10 µM; 0.83% of 200,000 active; AID 2205;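 active = plate Z-score above 3 for both tubulin-high and condensed-nucleus cell shares, with cell loss under 80%, at 10 µM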;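 note: anti alpha tubulin signal scored within the nucleus-defined area of each cell; some results filed as inactive read as strong as hits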
# Ins promoter up = MIN6 insulin promoter up-regulation; MIN6 insulin promoter-GFP reporter, high-content imaging; stronger effect = higher value; z-score at 5 µM; 0.3% of 190,000 active; AID 1625;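 active = z-score above 3 at 5 µM with at least 500 cells counted in the well; inconclusive = wells under 500 cells, flagged as cytotoxic or low count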
# T cell modulator = modulates CD8 T cell binding to vesicles. 2C CD8+ T cell-vesicle binding, flow cytometry; stronger effect = lower value. calls only at 7 µM. 0.068% of 330,000 active. AID 2052;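 active = response, share of CD8 T cells binding vesicles, and their 90th percentile fluorescence all below set limits, cut at about 80% in these data, passing the limit was not always enough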
#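 material = purified 2C TCR transgenic mouse naive CD8+ T cells | controls = Unloaded micro-vesicles (low), QL9 vesicles with 0.7% DMSO (high) | detection = cytometric PE anti-B7-1 and Alexa647 anti-CD8 signals after 1% paraformaldehyde fixation | incubation = binding step 1.5 h, 37 °C, antibody labelling 20 min, ice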
# WT yeast gro inh = growth inhibition of WT yeast, mitochondrial fusion screen; mitochondrial fusion phenotypic screen, WT strain; inhibition, % at 10 µM; 2.1% of 190,000 active; AID 1362; in the data active = inhibition above about 58%; tested in S. cerevisiae
# Hep lipid drop = hepatic lipid droplet formation modulation; AML12 mouse hepatocytes, oleate lipid droplets, BODIPY imaging; inhibition, % at 6.5 µM; 0.4% of 240,000 active; AID 1656;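 active = lipid droplet intensity inhibited by at least 50%, with more than 500 cells counted; inconclusive = wells with under 300 cells, treated as cytotoxic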
#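 Material – mouse AML12 hepatocyte cell line, fixed after treatment · Compound dosing – one dose, 6.5 µM compound · Times – compound with oleate, overnight · Measured by – Image-based BODIPY and DAPI two-channel analysis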
# West Nile virus CPE = inhibition of WNV-induced cytopathic effect – cell-based, CPE readout (AID 1621); one-dose CPE inhibition, % at 10 µM; IC50 in µM for titrated hits; 0.02% of 290,000 active; West Nile virus-infected cells, CPE inhibition; higher % means a stronger effect; in the data active = a potency from the dose series; inconclusive = CPE inhibition mostly from about 3.7% at the one dose, without a potency; inactive = the rest, 99 in 100 with CPE inhibition below about 2.2%; note: strong numbers were not always called active
# b-catenin transl = alters nuclear translocation of beta-catenin in HeLa cells | 0.3% of 190,000 active | immunofluorescence imaging | AID 1665 | nuclear translocation activity, % at 5 µM;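 active = nuclear translocation activity above 50% at 5 µM, with a well cell count of 50 or more; inconclusive = wells under 50 cells across six images, flagged as toxic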;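 note: per-cell ratio of nuclear to cytoplasmic median beta-catenin stain intensity; plate controls were DMSO negative control for no effect and GSK-3 inhibitor IX positive control for full effect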
#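 assay system = human HeLa cells, endogenous beta-catenin | times = compound treatment 24 h, 37°C, 5% CO2 | detection = Anti-beta-catenin immunofluorescence on PFA-fixed, Triton-permeabilized cells, DAPI nuclei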
# Autophagy mod = autophagy modulation, high-content screen | MEF GFP-LC3 puncta imaging; test concentration mostly 10 µM | calls only at 10 µM (by protocol) | 0.98% of 190,000 active;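 active = percentage of spot-positive cells more than 3 SD above its plate mean, without a fluorescence outlier flag or 80% toxicity; inconclusive = no clear call, values can overlap the other calls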;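 note: spot-positive cell cutoff set from DMSO-treated cells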
# WT yeast gro inh mutant strain = second read-out of WT yeast gro inh, no call of its own (marks repeat the call); inhibition, %; mitochondrial fusion phenotypic screen, mutant strain inhibition
# Ins promoter up cell count = recorded beside Ins promoter up, whose call it bears; cell count; measured here: cytotoxicity, nuclei count;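 total cells summed across four imaged fields per well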
# Hep lipid drop cells 6.5 µM = also measured in Hep lipid drop; calls as there; cell count; measured here: cell count, cytotoxicity flag;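 cells counted across two imaged fields per well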
# b-catenin transl cell count 5 µM = second read-out of b-catenin transl, no call of its own (marks repeat the call); cell count; measured here: cell count, cytotoxicity flag
# T cell modulator vesicle-bound % = further read-out of T cell modulator, marked with its call; double positive events, %; measured here: CD8+ vesicle-bound cell fraction;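 binding gate set so that unloaded-vesicle control wells show 10% double positive cells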
# MT stabilizer Hoechst-high % = further read-out of MT stabilizer, marked with its call; % Hoechst-high responders; measured here: nuclear condensation Hoechst responders;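 share of cells brighter than vehicle mean plus two SD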
# MT stabilizer cytotoxicity % = second read-out of MT stabilizer, no call of its own (marks repeat the call); toxicity, %; measured here: cytotoxicity by cell density;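 0% = mean cell density of plate MIN control wells and 100% = no cells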
# Autophagy mod cell loss 18 h = second read-out of Autophagy mod, no call of its own (marks repeat the call); toxicity, %; measured here: cell loss, nuclei count;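 cell loss after 18 h compound exposure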
# Myeloid diff MLP GFP+ MAC1+ % = recorded beside Myeloid diff MLP, whose call it bears; GFP+ MAC1+ double positive, %; measured here: differentiation confirmed by MAC1 staining
# * hit, by the source's call; i = inactive; u = inconclusive; x = no result given.
smiles,West Nile virus CPE,WT yeast gro inh,MT stabilizer Hoechst-high %,WT yeast gro inh mutant strain,Hep lipid drop,MT stabilizer cytotoxicity %,Myeloid diff MLP,Ins promoter up,b-catenin transl cell count 5 µM,MT stabilizer,Autophagy mod,b-catenin transl,T cell modulator,Myeloid diff MLP GFP+ MAC1+ %,Ins promoter up cell count,T cell modulator vesicle-bound %,Hep lipid drop cells 6.5 µM,Autophagy mod cell loss 18 h
O=C(CNC(=O)C1CCCCC1)NC1CCCCC1,-0.5%,x,x,x,15.4,x,i,x,x,x,x,x,i,0.5,x,59.3,815,x
Cc1ccc(NC(=O)COC(=O)[C@@H]2CCCN2C(=O)c2cccs2)cc1S(=O)(=O)N(C)C,0.1%,x,x,x,10.7,x,i,1.56,1332,x,x,-1.3,i,0.9,925,14.1,632,x
Clc1ccc(Cn2ncc3c(NCc4ccccc4)ncnc32)cc1,-0.2%,11.2,1.4,0.8,-5.1,13.6,x,0.52,1249,0.7,i,-2.5,i,x,921,34.4,779,49.1
CCOC(=O)C1CCCN(CC(O)COc2ccc(OC)cc2C(C)(C)C)C1 (stereo not drawn),0.3%,-2.5,1.5,4.0,x,11.1,i,-1.52,798,2.3,i,-1.6,i,1.1,678,45.0,x,-0.7
COc1ccc(CCNC(=O)c2cc(-c3cc(C)ccc3O)n[nH]2)cc1OC,0.3%,19.8,2.7,18.1,-0.3,5.3,i,1.04,1092,2.8,i,1.2,i,0.5,825,33.1,748,-32.3
C=CCn1c(CCNC(=O)c2ccc(Cl)c(Cl)c2)nnc1SCCOc1ccc(OC)cc1,0.3%,34.7,1.2,-21.0,x,5.9,i,0.64,1385,1.7,i,-0.2,i,0.9,1696,41.0,x,30.4
CN1CCN(C(=O)Nc2ccccc2CC[N+](=O)[O-])CC1,0.3%,-9.3,2.1,-6.5,3.8,10.5,i,0.07,1097,1.9,i,-2.5,i,0.2,1267,27.2,697,3.8
Cc1ccc2[nH]c(=O)c3cc(C(=O)N(C)c4ccc(C)c(C)c4)sc3c2c1,1.7%,x,x,x,9.4,x,i,-0.72,1386,x,x,1.5,i,0.4,951,20.4,621,x

# Brought forward from above: 2 compounds, followed by the next part.
smiles,West Nile virus CPE,WT yeast gro inh,MT stabilizer Hoechst-high %,WT yeast gro inh mutant strain,Hep lipid drop,MT stabilizer cytotoxicity %,Myeloid diff MLP,Ins promoter up,b-catenin transl cell count 5 µM,MT stabilizer,Autophagy mod,b-catenin transl,T cell modulator,Myeloid diff MLP GFP+ MAC1+ %,Ins promoter up cell count,T cell modulator vesicle-bound %,Hep lipid drop cells 6.5 µM,Autophagy mod cell loss 18 h
CN1CCN(C(=O)Nc2ccccc2CC[N+](=O)[O-])CC1,0.3%,-9.3,2.1,-6.5,3.8,10.5,i,0.07,1097,1.9,i,-2.5,i,0.2,1267,27.2,697,3.8
Cc1ccc2[nH]c(=O)c3cc(C(=O)N(C)c4ccc(C)c(C)c4)sc3c2c1,1.7%,x,x,x,9.4,x,i,-0.72,1386,x,x,1.5,i,0.4,951,20.4,621,x
Nc1nc(-c2ccc(Br)s2)c(Br)s1,0.2%,17.6,2.8,28.1,2.1,7.6,i,-0.28,x,2.5,i,x,i,0.7,1224,38.0,754,27.3
CC(C)NC(=O)c1ccccc1NC(=O)CN(c1ccc2c(c1)OCO2)S(C)(=O)=O,-0.7%,-9.2,2.4,-7.0,-2.5,5.8,i,x,x,3.4,i,x,i,5.4,x,41.5,710,6.8
CNC(=O)/C(C#N)=C/c1ccc(-c2nc3ccccc3s2)o1,0.0%,x,x,x,1.6,x,i,x,1316,x,x,1.7,i,0.0,x,48.8,658,x
COC(=O)c1cccc(-n2cnnn2)c1,-0.4%,-3.3,1.1,-5.9,6.5,6.2,i,-0.04,990,3.5,i,2.4,i,0.5,1180,47.1,748,7.1
c1ccc2nc3c(nc2c1)[nH]c1ccccc13,3.3%,7.4,2.8,8.1,x,10.4,i,0.17,1170,4.2,i,-1.0,i,0.7,778,42.6,x,-5.4
COc1ccc(C(=O)Sc2ccc(C)cc2)cc1OC,-0.4%,0.5,2.1,10.3,-5.6,11.0,i,0.34,1088,1.6,i,0.2,i,0.8,1785,31.4,616,-20.6
CC[N+](C)(CC)CC(O)COCC1COc2ccccc2O1 (stereo not drawn),0.2%,12.4,1.3,6.7,-2.6,7.1,i,-0.08,1134,5.2,i,-0.9,i,0.7,1480,4.5,650,20.7
Cc1cc(C)nc(NN=C2CCCC2)n1,-0.1%,-5.1,2.8,0.8,3.0,3.9,i,-0.07,1038,5.9,i,-2.0,i,0.4,1517,49.3,476,7.7
O=C(Nc1cccc(C(F)(F)F)c1)NC1CCN(S(=O)(=O)c2ccc(F)cc2)CC1,-0.1%,-4.4,0.7,-16.0,-5.4,11.1,i,x,999,0.8,i,-2.5,i,0.7,x,49.5,731,-3.0
CC(C)NCc1nnc(-c2ccc(Cl)cc2)o1,1.5%,-6.6,2.0,4.9,-0.2,7.3,i,0.02,1120,2.8,i,-0.8,i,0.4,1206,33.3,713,-4.9
COCCCNc1oc(-c2ccccc2Cl)nc1C#N,-0.5%,1.3,1.8,11.6,11.7,6.9,i,0.07,1047,5.1,i,0.9,i,0.2,1552,52.3,666,1.0
CCc1c(C)sc(NC(=O)c2cc(CC(C)C)on2)c1C#N,0.0%,9.0,1.9,3.8,x,4.7,i,0.48,x,7.1,i,x,i,2.6,1121,23.6,x,-4.7
CSc1nc(C)c2c(n1)N(c1ccc(O)cc1)CC2,x,-12.8,2.2,-6.8,5.0,5.4,i,-0.45,1011,1.7,i,0.9,i,0.1,1014,54.3,666,12.2
O=C(CNC(=O)c1ccccc1F)NCCc1ccc(Cl)cc1Cl,0.1%,x,x,x,-2.4,x,i,x,x,x,x,x,i,0.7,x,19.8,749,x
Cc1ccc(N2CC(C(=O)N/N=C/c3c(F)cccc3Cl)CC2=O)cc1 (stereo not drawn),-1.6%,x,x,x,-3.6,x,i,x,x,x,x,x,i,0.0,x,13.7,789,x
Cn1c2c(c(=O)n(C)c1=O)C1(C(=O)Nc3ccccc31)C(C#N)=C(N)O2 (stereo not drawn),0.3%,11.0,1.1,1.9,x,8.7,i,x,x,2.4,i,x,i,1.4,x,12.9,x,-33.9
CCCc1cc(=O)oc2cc(Oc3ncccn3)ccc12,0.3%,34.6,4.0,3.4,-0.1,3.9,i,-0.89,1156,4.6,i,-0.5,i,0.6,1013,38.9,734,13.9
CCSc1nc2ccccc2n1C(=O)/C=C\c1ccc(OC)c(OC)c1,u,-8.0,2.7,-11.1,x,4.8,u,-1.98,1338,3.3,i,3.6,i,x,875,42.0,x,9.5
COc1ccc(/C=C/C(=O)O)cc1S(=O)(=O)NC1CCS(=O)(=O)C1 (stereo not drawn),-0.2%,-13.0,1.5,-2.6,3.1,5.8,i,0.2,885,1.3,i,5.2,i,0.7,1623,25.5,711,-0.6
Clc1ccc2c(N/N=C/c3cccnc3)ccnc2c1,-1.8%,27.6,4.2,24.4,20.8,4.7,i,-0.3,884,9.7,i,-0.5,i,0.3,1114,23.2,671,-5.1
O=c1c2c3c(sc2n2cnnc2n1Cc1ccccc1)CN(Cc1ccccc1)CC3,-0.5%,x,2.6,x,-1.5,15.9,i,-0.16,x,2.6,i,x,i,0.4,1296,61.6,660,-6.8
C=CCOc1ccc(C(=O)Nc2ncn[nH]2)cc1,-0.2%,x,x,x,-0.2,x,i,x,x,x,x,x,i,0.4,x,23.9,842,x
Nc1cc(-c2ccccc2)nn1S(=O)(=O)c1ccc(Br)cc1,-0.2%,-6.8,3.8,-1.2,x,4.9,i,0.54,1188,2.0,i,3.8,i,1.6,873,20.0,x,2.3
CCN(CC)c1ccc(NC(=O)c2cc(Cl)ccc2OC)cc1,-0.7%,41.1,1.5,44.4,-7.1,11.8,i,-0.39,x,1.7,i,x,i,0.5,992,39.5,767,5.0
CCOc1nc2cnccc2n(CC(=O)Nc2cccc(C)c2C)c1=O,0.0%,x,x,x,-3.4,x,i,x,x,x,x,x,i,1.1,x,12.5,742,x
Cc1ccc(C)c(N2CCN(C(=O)CCS(=O)(=O)c3ccc4c(c3)oc(=O)n4C)CC2)c1,-0.8%,x,x,x,-7.1,x,u,x,x,x,x,x,i,x,x,42.9,657,x
CCC1CCCCN1S(=O)(=O)c1ccc(C(=O)Nc2nnc(-c3cccs3)o2)cc1 (stereo not drawn),x,36.6,1.9,-31.4,9.1,1.9,u,0.27,1110,1.4,i,1.7,i,x,1266,44.0,771,12.7
O=[N+]([O-])c1cccc(C2=NCCC(c3ccccc3)O2)c1 (stereo not drawn),-0.5%,20.2,2.3,6.4,-4.0,5.8,i,-0.3,x,2.9,i,x,i,0.9,1257,17.3,771,-13.8
CC(=O)N1CCN(C(=O)CCc2cc(C(C)(C)C)c(O)c(C(C)(C)C)c2)CC1,-0.3%,x,x,x,-8.1,x,i,x,x,x,x,x,i,1.3,x,73.1,667,x
CC(C)c1ccc(/C=N/NC(=O)c2nnn(-c3nonc3N)c2CN(C)C2CCCCC2)cc1,1.9%,x,x,x,7.6,x,i,x,x,x,x,x,i,1.3,x,10.2,682,x
O=C(CSc1nc2ccccc2n1CC(=O)N1CCOCC1)N1CCCC1,-0.4%,16.5,2.6,5.0,33.9,4.4,i,x,500,2.7,i,3.2,i,0.6,x,23.0,788,3.6
O=C(Nc1ccncc1)Nc1ccc(Cl)cc1Cl,-1.0%,x,x,x,-4.5,x,i,x,x,x,x,x,i,0.0,x,63.7,809,x
